BaF3 parental: parental Ba/F3 viability inhibition as JAK2V617F counter-screen; AID 1486; CellTiter-Glo ATP luminescence; inhibition, % at 5.6 µM; 220,000 compounds, 1.1% hits;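 active = inhibition above a per-campaign cutoff, the mean inhibition of all tested compounds plus 3 SD, cut at about 27% in these data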;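 note: 0% = DMSO wells and 100% = JAK Inhibitor I control wells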
NPY-Y1 PAM-ag: potentiators or agonists of human neuropeptide Y receptor Y1 | AID 1304 | NPY-Y1 expressing cells, potentiator/agonist activation | activation, % at 3.6 µM | P25929 | 220,000 compounds, 0.37% hits; in the data active = activation above about 33%, passing the limit was not always enough;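 note: cells stimulated with NPY at EC10 then isoproterenol at EC100; 0% = low agonist plus stimulus and 100% = saturating agonist plus stimulus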
Target sequence (P25929 whole entry, looked up): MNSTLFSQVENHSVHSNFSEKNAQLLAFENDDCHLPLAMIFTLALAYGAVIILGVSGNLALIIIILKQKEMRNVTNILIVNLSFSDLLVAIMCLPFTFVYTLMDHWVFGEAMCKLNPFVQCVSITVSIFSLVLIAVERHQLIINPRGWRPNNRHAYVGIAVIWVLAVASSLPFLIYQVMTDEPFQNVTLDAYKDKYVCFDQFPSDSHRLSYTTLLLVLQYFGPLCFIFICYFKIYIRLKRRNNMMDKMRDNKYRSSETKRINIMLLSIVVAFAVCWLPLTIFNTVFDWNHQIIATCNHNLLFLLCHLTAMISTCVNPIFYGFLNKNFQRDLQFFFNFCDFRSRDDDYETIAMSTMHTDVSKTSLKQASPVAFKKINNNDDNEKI
NCF1 inh: blocks human p47phox regulatory protein of NADPH oxidases; P14598; p47phox/p22phox peptide binding, fluorescence polarization, 2 h; inhibition, % at 24.7 µM; 220,000 compounds, 0.53% hits;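 active = inhibition above about 30%, limit read from the data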;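 note: 0% = p47phox with labelled peptide and 100% = labelled peptide alone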
Target sequence (P14598 whole entry, looked up): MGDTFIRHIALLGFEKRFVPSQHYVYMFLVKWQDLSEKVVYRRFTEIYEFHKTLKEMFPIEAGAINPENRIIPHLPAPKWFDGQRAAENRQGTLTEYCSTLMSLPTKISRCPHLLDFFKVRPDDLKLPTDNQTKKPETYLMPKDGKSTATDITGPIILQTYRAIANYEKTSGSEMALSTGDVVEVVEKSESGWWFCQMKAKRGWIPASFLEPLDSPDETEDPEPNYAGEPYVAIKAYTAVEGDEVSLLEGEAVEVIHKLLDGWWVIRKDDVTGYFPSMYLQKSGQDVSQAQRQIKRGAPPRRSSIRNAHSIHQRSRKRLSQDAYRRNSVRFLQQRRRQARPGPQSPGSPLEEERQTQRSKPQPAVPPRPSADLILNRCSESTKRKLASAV
NPY-Y2 PAM-ag: potentiators or agonists of human neuropeptide Y receptor Y2; activation, % at 3.6 µM; cells expressing NPY-Y2, potentiator/agonist read-out; AID 1359; P49146; 220,000 compounds, 0.45% hits; in the data active = activation above about 27%;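 note: cells stimulated with NPY near EC25 plus isoproterenol at EC100; 0% = vehicle plus submaximal agonist and 100% = vehicle plus saturating agonist; some results beyond the cut were filed as inactive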
S1P4 antag: blocks the human S1P4 receptor; inhibition, % at 4.98 µM; O95977; AID 1510; S1P4-expressing cells, antagonist mode, reporter read-out; 220,000 compounds, 0.26% hits; in the data active = inhibition above about 29%;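 note: 0% = wells stimulated with agonist and 100% = vehicle wells without agonist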
S1P4 agonist: human S1P4 receptor agonism. O95977. S1P4-expressing cell line, agonist reporter assay. activation, % at 4.98 µM. 220,000 compounds, 0.35% hits; in the data active = activation above about 11%;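 note: 0% = DMSO vehicle and 100% = reference agonist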
NPY Y1 blocker: NPY-Y1 (human) receptor antagonism. P25929. HEK293-CNG Y1 cells, membrane potential fluorescence; NPY at EC95, then isoproterenol. inhibition, % at 3.6 µM. 200,000 compounds, 1% hits. AID 1040;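 active = inhibition above the campaign mean inhibition of all tested compounds plus 3 SD, cut at about 20% in these data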;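 note: 0% = DMSO wells given NPY plus isoproterenol and 100% = isoproterenol alone without NPY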
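Material: Y1- and CNG-channel-expressing HEK293 cells / Probe or stimulus: NPY 25 nM then isoproterenol 1 µM plus Ro 20-1724 25 µM / Doses: 3.6 µM single dose, DMSO 0.4% / Schedule: compound incubation 1 h at room temperature, readout 45 min post-stimulation / Signal: membrane potential fluorescence / Benchmarks: isoproterenol-only wells as full block versus NPY-plus-isoproterenol wells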
Ba/F3 V617F tox: lowers viability of Ba/F3 cells expressing EpoR and JAK2V617F | inhibition, % at 5.6 µM | ATP luminescence | AID 1446 | 220,000 compounds, 1.1% hits;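 active = inhibition above the campaign mean plus 3 SD over all tested compounds, cut at about 24% in these data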;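 note: cytokine-independent growth of Ba/F3 cells driven by EpoR plus mutant JAK2; 0% = DMSO-treated cells and 100% = JAK inhibitor I control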
CHOP inhibitor: blocks CHOP induction under ER stress. CHO-K1 CHOP-promoter luciferase, tunicamycin-induced, 15-18 h. inhibition, % at 10 µM. 220,000 compounds, 3.8% hits. AID 2732;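 active = compounds that reduced the stress-induced luciferase reporter signal by more than about 70% of percent inhibition, limit read from the data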;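 note: 0% = tunicamycin plus vehicle and 100% = wells without tunicamycin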
* marks the source's active call; other numbers are inactive results; · = no result given.

SMILES	BaF3 parental	NPY-Y1 PAM-ag	NCF1 inh	NPY-Y2 PAM-ag	S1P4 antag	S1P4 agonist	NPY Y1 blocker	Ba/F3 V617F tox	CHOP inhibitor
COc1cccc(CNC(=O)C(Cc2ccccc2)n2cccc2)c1 (stereo not given)	-4.6	-10.8	-9.4	-24.9	-21.2	-1.6	·	7.3	5.4
Cc1cccc(N(CC(=O)NCCSc2nc3ccccc3s2)S(=O)(=O)c2ccccc2)c1	6.0	-1.9	4.2	8.2	-7.4	-0.5	2.8	-1.5	24.6
CCN(CC)CCN1C(=O)C(=O)/C(=C(/O)c2ccc(Cl)cc2)C1c1ccncc1 (stereo not given)	4.0	-30.1	-3.9	1.1	1.7	3.3	4.0	0.7	-13.7
CN(C)c1ccc(NC(=O)COC(=O)c2cc(=O)c3ccccc3o2)cc1	4.2	14.7	-10.1	9.3	-8.5	0.1	-3.7	-4.1	-24.1
Cn1c(O)c(N=Nc2ccc(F)cc2)c2ccccc21	4.8	6.4	-5.9	-6.0	-7.7	1.6	11.3	0.2	23.9
CSc1cccc(NC(=O)c2ccccn2)c1	7.2	-6.1	-18.7	9.9	0.9	-0.9	0.8	0.6	3.2
O=C(CSc1nc2c(cnn2-c2ccc(F)cc2)c(=O)[nH]1)N1N=C(c2cccs2)CC1c1ccc(F)cc1 (stereo not given)	4.2	-24.8	-7.2	-6.9	3.0	0.4	-0.4	-2.5	55.3
CCC(=O)NC1=C(C#N)C2(CCCC2)Cc2ccccc21	6.4	4.1	-5.0	-8.6	-13.0	-0.7	0.8	-2.0	12.3
O=C(NCc1ccco1)C1OCCc2ccccc21 (stereo not given)	-0.8	0.7	-14.8	9.2	-7.9	0.5	-5.0	-4.2	35.6
O=C1OC(c2ccc3c(c2)OCO3)N(C(=O)c2ccc(Cl)c(Cl)c2)c2ccccc21 (stereo not given)	6.4	1.8	-3.8	-3.9	-4.0	0.1	-2.3	-5.8	16.2
COc1ccc(/C=N/NC(=O)c2ccc(-c3ccccc3)cc2)cc1O	6.4	-24.4	5.0	-24.6	-25.9	1.9	2.9	1.0	18.4
Cc1cc(C)n2ncc(/C(N)=N/OC(=O)c3ccccc3F)c2n1	-4.8	10.4	1.2	-12.9	-39.2	0.5	·	-0.8	20.8
CC1=C(C(=O)Nc2ccccc2)C(c2ccncc2)C(C#N)=C(SCC(=O)Nc2ccccc2)N1 (stereo not given)	0.4	12.8	-7.9	-10.2	-20.0	5.5	-0.5	-4.2	7.5
C=CCNC(=S)NNC(=O)c1cccc2ccccc12	4.8	5.9	1.2	-16.1	-8.3	-2.0	1.8	-3.1	-5.3
CNc1ccc(/C=C(\C#N)c2ccccn2)cc1[N+](=O)[O-]	-0.9	7.5	-152.4	5.8	-26.7	0.9	3.9	2.2	-48.1
CC1=C(C(=O)OCc2ccccc2)C(c2cccnc2)c2c(n(C)c(=O)n(C)c2=O)N1 (stereo not given)	9.9	3.5	-16.6	3.0	-4.3	1.3	-2.1	5.3	85.3*
Clc1ccc(C2=Nn3c(nnc3-c3cccs3)SC2)cc1	-0.4	-8.1	-18.2	7.8	-4.1	1.1	2.9	-5.0	-19.2
O=C(O)CCCN1C(=O)/C(=C/c2ccc(-c3nc4ccccc4s3)o2)SC1=S	0.8	-8.0	-255.8	-8.9	-9.3	-2.1	6.3	-0.8	62.2
Nc1cc2c([N+](=O)[O-])cccc2o1	4.6	9.9	-7.9	4.1	-9.0	-1.7	-4.5	-0.8	41.9
Cc1c(C(=O)NNS(=O)(=O)c2ccccc2Cl)sc(=S)n1C	2.7	-0.4	-12.8	11.8	-11.6	0.6	-1.9	3.9	11.7
Cc1ccc2c(c1)sc1nc(=O)n(-c3ccc(Cl)c(Cl)c3)c(=O)n12	2.0	11.4	-18.3	-5.8	-10.2	-0.8	-0.1	-3.0	18.6
O=C1c2cccc3cccc(c23)C(=O)N1c1cccnc1	3.2	-8.1	-5.4	2.0	-19.4	3.9	1.4	-3.6	1.5
COc1ccc2c(c1)O/C(=C\c1ccco1)C2=O	2.2	7.0	-23.9	-14.2	-6.4	0.6	·	-2.8	-9.8
COc1cc2c3c(c1)C(C)=CC(C)(C)N3C(=O)C2=O	-1.4	11.9	-3.9	-18.1	2.4	-0.3	14.3	-7.3	-43.1
O=C1[C@@H]2C(Cc3ccc(O)cc3)NC3(C(=O)Nc4ccc(F)cc43)[C@@H]2C(=O)N1c1ccccc1 (stereo not given in full)	4.8	11.1	-10.0	5.5	-1.2	0.8	1.1	-1.9	9.7
Cn1ncc(Br)c1C(=O)N1CCc2ccccc21	4.0	9.9	-6.7	-0.8	1.8	1.6	-0.9	-3.1	-23.6
O=C(/C=C/c1c(F)cccc1Cl)c1ccc(O)cc1	0.6	19.5	-21.1	9.9	41.6*	-0.7	·	4.0	-78.8
CCCCC(=Nc1ccccc1OC)C1=C(O)CC(c2ccccc2)CC1=O (stereo not given)	5.9	-3.0	7.1	-2.8	-18.3	-1.8	2.9	-1.9	27.9
CC(C)c1ccc(NC(=O)COc2ccc(F)cc2C(=O)c2cnn(-c3ccccc3)c2)cc1	-0.4	1.4	-12.9	-4.0	-9.1	0.9	-5.2	-3.1	-14.0
O=C(CS(=O)(=O)c1c[nH]c2ccccc12)NC1CCCCC1	-0.3	-12.6	-10.9	-3.3	-6.3	3.4	-2.5	-2.7	15.0
CC(C)C(NC(=O)CN1C(=O)c2ccccc2S1(=O)=O)C(C)C	5.6	1.8	-22.0	12.7	-6.6	-0.7	-3.0	-3.1	-4.0
O=C(C1CCCN(S(=O)(=O)c2cccc3cccnc23)C1)N1CCN(c2ccccc2F)CC1 (stereo not given)	10.0	-9.0	-6.8	-5.8	0.7	-1.1	3.8	4.2	36.9
COc1ccc(NC(=O)CN(C)CC(=O)Nc2cccc(F)c2)cc1Cl	5.0	1.0	-10.4	-7.8	12.1	1.3	2.6	1.1	-0.1
O=[N+]([O-])c1cnc(Sc2ccncn2)s1	-6.5	-9.8	-6.1	-39.1	35.0*	0.7	·	72.8*	106.5*
Cn1c(SCC(=O)NCc2ccco2)nnc1-c1ccccc1	2.6	-8.3	-0.6	0.9	-8.0	-1.4	0.3	0.4	11.5
O=C(Nc1ccc2[nH]ccc2c1)c1cccs1	-3.6	12.3	-8.1	7.0	-15.1	1.2	·	-3.9	-30.4
COC(=O)C1=C(C)Nc2c(c(=O)n(C)c(=O)n2C)C1c1cccnc1 (stereo not given)	-1.3	-1.6	10.8	-1.8	-2.8	-0.7	1.0	-6.8	17.9
CCn1cc(Br)c(C(=O)Nc2ccc(Cl)c(Cl)c2)n1	0.4	-9.9	-11.0	14.2	-10.9	-3.2	0.1	-6.0	9.5
OCCNCCOCCOc1ccccc1-c1ccccc1	13.9	-27.2	-1.8	-10.9	-3.7	-1.4	10.9	5.0	21.8
CCOC(=O)C1(Cc2ccccc2)CCN(Cc2cccc(OC)c2O)CC1	4.1	-6.9	-6.1	-28.7	-12.0	1.9	10.1	-1.0	2.6
CCn1c(SCC(=O)Nc2nonc2C)nnc1-c1ccco1	5.4	-4.7	-14.6	-3.8	-6.9	1.5	-2.0	-1.6	37.0
COc1ccc(NC(=O)CCN2CCCC2)c(OC)c1	-3.8	8.2	-2.1	6.9	14.6	0.2	1.7	-5.3	13.6
Oc1ccc(N=C/C=C/c2ccc(Br)cc2)cc1-c1nc2ccccc2s1	6.7	-10.5	-13.5	-7.5	-20.2	1.5	4.0	2.3	-8.2
O=C(c1cccs1)N1N=C(c2ccccc2)CC1c1ccccc1 (stereo not given)	1.1	-4.7	-23.5	-6.6	-1.2	0.9	0.9	-2.6	77.9*
CC1CCCC(C)N1S(=O)(=O)c1ccc(S(=O)(=O)NCCc2ccncc2)cc1 (stereo not given)	1.6	-22.9	2.9	13.6	-5.6	-3.1	-3.5	3.5	5.9
CCNS(=O)(=O)c1ccc(CCC(=O)Nc2ccccc2)cc1	6.3	2.4	-10.4	7.6	-2.1	-0.8	-0.8	-4.5	7.9
O=C(c1ccco1)N1CCN(Cc2nc3ccc([N+](=O)[O-])cc3c(=O)n2-c2ccccc2F)CC1	1.6	-29.5	-7.7	-3.5	8.7	-3.6	-1.6	-3.9	7.0
O=C(NN1C(=O)CSC1=S)C(=O)NN1C(=O)CSC1=S	5.1	1.2	-37.7	2.0	-6.0	1.8	-1.4	2.1	-3.1
Nc1nc2n(n1)C(c1ccco1)CC(c1ccc(Cl)c(Cl)c1)N2 (stereo not given)	0.2	13.3	-17.4	16.8	6.0	2.2	1.8	-1.2	-12.7
C=CCc1c(C)nc2c(C(=O)O)cnn2c1C	3.0	-15.5	·	-15.2	-13.7	0.4	-1.6	-2.5	·

2 compounds from above, reduced to S1P4 agonist and NPY Y1 blocker.
structure,S1P4 agonist,NPY Y1 blocker
CC1CCCC(C)N1S(=O)(=O)c1ccc(S(=O)(=O)NCCc2ccncc2)cc1 (stereo not given),-3.1,-3.5
CCNS(=O)(=O)c1ccc(CCC(=O)Nc2ccccc2)cc1,-0.8,-0.8

Carrying on.
SMILES	BaF3 parental	NPY-Y1 PAM-ag	NCF1 inh	NPY-Y2 PAM-ag	S1P4 antag	S1P4 agonist	NPY Y1 blocker	Ba/F3 V617F tox	CHOP inhibitor
COc1ccc(C2SCCN2S(=O)(=O)c2ccccc2)cc1OC (stereo not given)	4.2	1.8	-12.6	-19.3	-19.1	0.0	4.1	-2.2	27.5
O=C(NC1CCS(=O)(=O)C1)c1cccnc1 (stereo not given)	6.7	23.2	-1.4	-3.4	-8.1	1.1	4.9	-1.3	-4.2
CN(C)S(=O)(=O)Oc1ccsc1C(=O)Nc1cccc(Cl)c1	4.8	0.2	-12.9	-5.9	-10.3	2.1	-2.8	-0.6	63.7
Cc1nc2ccccc2n1C(=O)c1ccccc1[N+](=O)[O-]	5.3	17.4	-9.9	13.6	-7.2	0.4	3.3	-3.4	7.1
C=CCN(C(=O)Nc1ccc(Cl)cc1)C1CC(=O)N(c2ccc(OC)cc2)C1=O (stereo not given)	1.6	-6.8	4.8	4.3	8.4	-1.6	-2.8	-6.1	6.8
CCS(=O)(=O)N1CCN(c2ccc([N+](=O)[O-])c(NCc3ccccc3)c2)CC1	3.7	-3.8	-2.5	1.8	4.0	-2.2	-6.3	1.7	-12.6
CC(=C1C(=O)c2ccccc2C1=O)N1CCc2ccccc2C1	3.2	-13.6	-10.8	7.5	-25.6	0.2	6.0	-1.2	19.4
CCOC(=O)Nc1c(C(=O)OC)[nH]c2cccc(OC)c12	2.0	8.7	-1.4	-4.2	-9.4	1.6	4.1	-2.2	4.8
CCOC(=O)C(NC(C)=O)(N1CCc2ccccc2C1)C(F)(F)F (stereo not given)	0.1	-19.2	14.1	-10.4	-3.9	1.1	4.1	3.7	-4.0
Cc1ccc2nc(N(CCCN(C)C)C(=O)COc3ccc(Cl)cc3)sc2c1	12.1	-23.0	-9.3	-21.7	3.5	-0.1	4.4	4.6	-7.5
O=C1C=C(NCc2ccc3c(c2)OCO3)CC(c2ccccc2)C1 (stereo not given)	5.8	-4.5	-13.9	-1.2	-21.0	2.8	3.3	-1.1	32.7
COc1ccc(S(=O)(=O)NCCSc2ccccc2)cc1OC	2.3	-3.4	-2.7	8.0	5.6	-2.1	-1.4	0.3	15.6
Cc1ccc(S(=O)(=O)CCC(=O)NCc2ccccc2)cc1	8.2	-8.9	2.3	-4.6	-13.8	0.4	0.7	-0.3	20.6

Screening results deposited in PubChem BioAssay by several laboratories.
